# Screening results (PubChem)
# STK33 inh: inhibitors of purified STK33 kinase, primary screen, biochemical, ADP-Glo luminescence, homogeneous, cell-free; Serine/threonine-protein kinase 33 (Homo sapiens), Q9BYT3; MBP phosphorylation; inhibition, % at 10 µM; 320,000 compounds, 0.073% hits; AID 2661, 2010;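 active = inhibition at or above 25%, using the most active replicate where run in duplicate; inactive = inhibition below 25%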
# KCNQ2 block: KCNQ2 potassium channel inhibitors, primary screen, cell-based, CHO-K1, FluxOR thallium flux, B-score (AID 2156) | 20 min; stronger effect = lower value | 310,000 compounds, 1.1% hits | B-score at 10 µM | Potassium voltage-gated channel subfamily KQT member 2 (Rattus norvegicus), O88943;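 active = fluorescence ratio B-score at most minus 3 library SDs, with starting brightness B-score within 2 library SDs, cut at about -5.5 in these data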
# Target sequence (O88943 whole entry, looked up): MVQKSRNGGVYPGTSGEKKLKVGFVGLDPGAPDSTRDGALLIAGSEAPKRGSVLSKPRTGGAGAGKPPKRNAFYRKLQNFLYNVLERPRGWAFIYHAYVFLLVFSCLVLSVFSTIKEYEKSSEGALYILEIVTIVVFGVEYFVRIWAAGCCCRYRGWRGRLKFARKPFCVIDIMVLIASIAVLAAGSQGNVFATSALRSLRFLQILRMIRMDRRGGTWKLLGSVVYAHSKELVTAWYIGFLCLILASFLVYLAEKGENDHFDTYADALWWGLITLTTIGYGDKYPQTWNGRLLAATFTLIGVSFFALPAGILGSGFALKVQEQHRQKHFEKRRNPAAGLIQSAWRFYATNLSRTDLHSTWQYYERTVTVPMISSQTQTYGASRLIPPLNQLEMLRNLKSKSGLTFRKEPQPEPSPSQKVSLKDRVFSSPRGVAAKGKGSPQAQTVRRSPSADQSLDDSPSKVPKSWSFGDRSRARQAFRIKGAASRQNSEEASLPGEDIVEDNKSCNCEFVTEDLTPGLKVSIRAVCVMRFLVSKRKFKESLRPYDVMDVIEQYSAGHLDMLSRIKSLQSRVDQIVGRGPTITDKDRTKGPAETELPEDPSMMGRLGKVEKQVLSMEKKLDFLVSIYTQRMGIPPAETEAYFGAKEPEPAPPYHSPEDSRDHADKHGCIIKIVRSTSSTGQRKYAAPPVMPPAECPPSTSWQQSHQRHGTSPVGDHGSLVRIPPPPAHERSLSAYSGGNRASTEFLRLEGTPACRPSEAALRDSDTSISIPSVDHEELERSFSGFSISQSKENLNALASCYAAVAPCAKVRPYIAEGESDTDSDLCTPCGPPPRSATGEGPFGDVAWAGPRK
# OX1R antag: antagonists of human orexin 1 receptor (OX1R) | OX1R-expressing cells, FRET antagonist read-out | Orexin/Hypocretin receptor type 1 (Homo sapiens), O43613 | inhibition, % at 6.6 µM | 330,000 compounds, 1.8% hits | AID 485270, 2010; in the data active = inhibition mostly above about 38%, no sharp cut-off; inactive = mostly below about 40%;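 also: 0% = agonist challenge alone and 100% = reference antagonist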
# The depositor's hits bear a star; i = inactive; nt = not tested or not shown; & = joins results of further samples. No enrichment for hits; any-hit rate near 2.7%.
# Order of values – KCNQ2 block | STK33 inh | OX1R antag
O=C(OCc1cccc(Cl)c1)c1cc(S(=O)(=O)N2CCCCC2)ccc1N1CCOCC1
  i | -1.4 | 1
O=C(O)C1Cc2ccccc2CN1C(=O)c1ccco1 (stereo not given)
  i | -2.7 | 12
Cc1c(C(=O)c2ccc(Cl)cc2Cl)cnc2cc3c(cc12)OCO3
  i | 0.6 | 17
Cc1ccccc1C(=O)N1CCN(c2ncccn2)CC1
  i | 0.5 | 10
CCOc1ccc(N2C(=O)CN(O)C=C3N=c4ccccc4=C32)cc1
  i | 0.0 | 8
Cc1ccc(/C=N/NC(=O)c2ccc3nc[nH]c3c2)o1
  i | 1.8 | 14
Cc1ccc(C2(C)NC(=O)N(CC(=O)Nc3ccccc3C(=O)N3CCCCC3)C2=O)cc1 (stereo not given)
  i | -1.4 | 36
Cc1ccc2c(c1)C(c1ccccc1)N(C(=O)c1ccc(Br)o1)CC(=O)N2 (stereo not given)
  i | -1.9 | 11
COc1cc(NC(=O)C/C(C)=N/NC(=O)C2CCCCC2)c(OC)cc1Cl
  i | 0.0 | 2
CC(C)Cc1nnc(NC(=O)C2CCN(C(=O)c3ccc(F)cc3)CC2)s1
  i | nt | 14
Cc1ccn(CCNC(=O)C2CCC(=O)N(CCc3ccc(Cl)cc3)C2)n1 (stereo not given)
  i | -1.7 | 13
S=C(Nc1ccccc1)N1CCc2ccccc21
  i | -1.0 | 5
COc1ccc2[nH]c(=O)c(C(=O)O)cc2c1
  i | -0.3 | 13
CCOc1cc(S(=O)(=O)n2ccnc2)ccc1Cl
  i | 0.2 | 25
CC(=O)c1ccc(N(C)C)cc1
  i | -1.3 | 13

# Reprinted from above for reference:
# Order of values – KCNQ2 block | STK33 inh | OX1R antag
COc1ccc2[nH]c(=O)c(C(=O)O)cc2c1
  i | -0.3 | 13
CCOc1cc(S(=O)(=O)n2ccnc2)ccc1Cl
  i | 0.2 | 25
CC(=O)c1ccc(N(C)C)cc1
  i | -1.3 | 13

# New compounds follow.
# Order of values – KCNQ2 block | STK33 inh | OX1R antag
Cc1c(C(=O)Cc2ccccc2)n(C)c2ccccc12
  i | nt | 20
NC(=O)c1ccc(NC(=O)CSc2nnc(-c3cccnc3)n2Cc2ccco2)cc1
  i | -0.3 | 5
CCOc1ccc(CCNC(=O)C2CCN(C(=O)N(C)C)CC2)cc1OCC
  i | -0.8 | 4
COc1ccc(Cl)cc1NC(=O)C(=O)NC1CCCCCC1
  i | -1.5 | 19
COc1c(Cl)cc(Br)c(OC)c1C(=O)NC(=O)Nc1nc(C)cc(C)n1
  i | -0.8 | 2
COCCCn1c(=O)c2sccc2n2c(CCCC(=O)NCc3ccc(F)cc3)nnc12
  i | -1.0 | 7
O=C(COC(=O)c1ccc2ncsc2c1)Nc1ccc(Cl)cc1
  nt | 0.6 | 4
O=C1c2ccccc2C(=O)N1CCc1nc(-c2cccnc2)no1
  i | 0.3 | 20
CCc1nnc(NC(=O)c2ccc(OCc3c(C)noc3C)c(OC)c2)s1
  i | -0.1 | 21
C[C@@H](NC(=O)Cn1ccc(NC(=O)OCc2ccccc2)nc1=O)c1cccc2ccccc12
  nt | 0.3 | 6
Nc1ccc(Oc2c(Cl)cccc2Cl)nc1
  i | -0.9 | 7
Cc1cc(O)ccc1NS(=O)(=O)c1ccc2c3c(cccc13)C(=O)N2
  i | 41* | 18
CCOC(=O)C1CCN(C(=S)Nc2ccccc2)CC1
  i | -0.6 | 9
O=C(/C=C/c1ccc(Br)cc1)NCc1cccs1
  i | -0.1 | 11
CSc1nc2ccc(NC(=O)c3ccc(=O)n(C)n3)cc2s1
  i | -0.6 | 25
CC1(c2ccc(Cl)cc2)NC(=O)N(CC(=O)Nc2cccnc2Cl)C1=O (stereo not given)
  i | 0.4 | 2
COc1ccc(-n2cc(CNCCCn3ccnc3)c(-c3ccccc3Cl)n2)cc1
  i | -1.4 | 11
C=CCNC(=O)CN1CCC(NC(=O)c2ccco2)CC1
  i | 1.0 | 18
NS(=O)(=O)c1cccc(NC(=O)c2cc(=O)c3ccccc3o2)c1
  i | -0.2 | 21
Cc1csc(NC(=O)CCC(=O)c2cccs2)n1
  i | -1.7 | 10
COc1ccc2[nH]c(CN3CCC(CO)(CCOc4ccccc4)CC3)c(C)c2c1
  i | -1.0 | 12
CCc1cc(C)cc(OCCNC(=O)c2cncc(Br)c2)c1
  i | -1.5 | 17
COc1ccc(C2(CNS(=O)(=O)c3ccccc3)CCOCC2)cc1
  i | 0.0 | 31
CCOc1ccc(C(=O)Cc2ccc3oc(C(=O)O)cc3c2)c(O)c1
  i | -3.1 | 23
CCC1CCCCN1CCCNC(=O)c1cn(CC)c2ccc(S(=O)(=O)N(C)C3CCCCC3)cc2c1=O (stereo not given)
  i | 0.6 | 14
CCOC(=O)N1CCc2c(sc3c2c(=O)n(Cc2ccccc2)c(=O)n3CC(=O)NCC2CCCO2)C1 (stereo not given)
  i | -0.1 | 2
O=C(O)C1Cc2[nH]cnc2C(c2ccc(F)cc2)N1 (stereo not given)
  i | -0.8 | 4
O=C(/C=C/c1ccco1)NCc1ccc(F)cc1
  i | -0.1 | 16
CC(=O)NNc1nc2ccccc2s1
  i | -1.8 | 2
COc1ccc(N=Cc2c(OC)ccc3ccccc23)cc1
  i | -2.3 | 1
Cc1noc(NS(=O)(=O)c2ccc(NC(=O)CSc3ncccn3)cc2)c1C
  i | 0.2 | 3
CCCCc1ccc(NC(=S)NN2CCOCC2)cc1
  i | 4.2 | 21
O=C(NCCN1CCN(C(=O)c2cc3ccccc3oc2=O)CC1)c1cc2ccccc2oc1=O
  i | 0.6 | 38
O=[N+]([O-])c1cc(S(=O)(=O)N2CCCC2)ccc1O
  i | -2.6 | 9
COc1ccc2c(Cl)c(-c3nnc4n3CCCCC4)sc2c1
  i | -0.2 | 16
C=CCOc1ccc(/C=N/NC(=O)c2cc3c(OC)cc(OC)cc3[nH]2)cc1
  i | -0.4 | 48*
Cc1ccc(S(=O)(=O)N2CCOCC2)cc1NC(=O)COc1ncnc2ccccc12
  i | -0.5 | -12
O=C1C(=Cc2cccn2-c2ccccc2)C(=O)c2ccccc21
  i | -0.3 | 15
Cc1ccc(S(=O)(=O)n2nc(C)c(S(=O)(=O)N3CCCCC3)c2C)cc1
  i | -0.7 | 11
CCCCc1c(C)nc2ccc(C(=O)OCC)cc2c1Cl
  i | -1.0 | -2
Cc1cc(C(=O)OCC(=O)Nc2cc(C)on2)c2ccccc2n1
  i | -1.2 | 12
OCCCNc1c2c(nc3cc(-c4ccc(Cl)cc4)nn13)CCC2
  i | -0.5 | 35
Cc1cccc(NC(=O)c2cc(=O)[nH]c3ccccc23)c1
  i | 0.1 | 9
O=C(NCc1ccc2c(c1)OCO2)C1CC(=O)N(C2CCCCCC2)C1 (stereo not given)
  i | -2.5 | 2
CCOC(=O)N1CCC(N2CCCC(CO)(Cc3cccc(Cl)c3)C2)CC1 (stereo not given)
  i | 0.5 | 8
Cc1noc(C)c1COc1ccccc1C(=O)N(C)CC(=O)Nc1ccc(F)cc1
  i | -0.7 | 10
CCCC(=O)Nc1sc(C)c(C)c1C#N
  i | -0.1 | 15
CCOC(=O)c1cc(C#N)c(SC(C)C(=O)NC2CCCCC2)nc1C (stereo not given)
  nt | -0.9 | -2
CCOC(=O)c1oc2ccc(S(=O)(=O)N3CCOCC3)cc2c1C
  i | -1.8 | 7
CC1CC(C)CN(C(=O)CSc2nnc(-c3ccc(F)cc3)o2)C1 (stereo not given)
  i | -0.2 | 9
O=C(CNS(=O)(=O)c1c(Cl)cccc1Cl)OCC(=O)c1ccc[nH]1
  i | -2.6 | 8
CC(=C/c1ccccc1)/C=N/NC(=O)c1ccc2nc[nH]c2c1
  i | -1.1 | 13
CCC(=O)Nc1ccc(C(=O)OCC(=O)c2cccs2)cc1
  i | 0.1 | 8
CC(OC(=O)CCC1CCCC1)C(=O)Nc1ccccc1[N+](=O)[O-] (stereo not given)
  i | 0.0 | 12
O=C1C2C3C=CC(CC3)C2C(=O)N1c1ccccc1[N+](=O)[O-] (stereo not given)
  i | 0.5 | 27
CCOC(=O)c1ccc(-c2c(-c3ccccc3OC)sc3ccc(OC)cc23)cc1F
  nt | 2.2 | 7
O=C(CN1CCOCC1)Nc1ccc(Cl)cn1
  i | -0.1 | 11
CC(=O)Nc1ccc(SC[C@H](Cc2ccccc2)N2CC[C@@H](C)CCC2=O)cc1
  nt | -0.3 | 11
COc1ccc(/C=N/NC(=O)C(=O)NCc2cccnc2)cc1
  i | -1.4 | 6
CN(CCOc1ccc(Cl)cc1)Cc1cccc(S(=O)(=O)N(C)C)c1
  i | -1.0 | 11

# Going on with the list:
# Order of values – KCNQ2 block | STK33 inh | OX1R antag
COc1cc(C(=O)NCc2cn3ccccc3n2)cc(OC)c1OC
  i | -2.2 | 10
CCCOC(=O)c1c(NC(=O)C2CCCO2)sc(C(=O)OC)c1C (stereo not given)
  i | nt | 15
Cc1ccc(-c2nn(-c3ccccc3)cc2C2CC(c3ccccc3)=NN2C(=O)CCC(=O)O)cc1 (stereo not given)
  i | -1.0 | 14
Cn1nnc(NC(=S)NC(=O)c2ccc(-c3ccc(Br)cc3)o2)n1
  i | -1.0 | 4
CCN(CC)CCNC(=O)c1ccc(NC(=O)COc2ccc3c(c2)CCC3)cc1
  nt | 1.5 | 5
CCCCN1C(=O)CC(N2CCOCC2)C1=O (stereo not given)
  i | -0.4 | 10
CC(C)Oc1ccc(Cl)cc1Nc1nc(NCCO)nc(N2CCCC2)n1
  i | -1.6 | 4
O=C(Cn1cc(C(F)(F)F)ccc1=O)Nc1ccc(N2CCOCC2)cc1
  i | -0.1 | 30
O=C(C(Cc1ccccc1)n1cccc1)N1CCN(c2cccc(Cl)c2)CC1 (stereo not given)
  -5.8* | 0.3 | 5
CC(C)(C)c1ccc(-c2nnc(SCC(=O)Nc3sc4c(c3C#N)CCCC4)o2)cc1
  i | -1.6 | 2
COc1cc(NC(=O)C/C(C)=N/NC(=O)C(=O)NCCO)c(OC)cc1Cl
  i | -2.1 | 5
CC(C)N(Cc1ccccc1)C(=O)COC(=O)c1c(F)cccc1F
  nt | -0.3 | 11
Cc1ccc(Nc2c(-c3ccc(N4CCOCC4)cc3)nc3cnccn23)cc1
  i | -0.6 | 6
CC1(C)CC2CC(C)(CN2C(=O)COC(=O)c2cccnc2Cl)C1 (stereo not given)
  nt | -1.2 | 7
C=CCn1c(COc2ccc(F)cc2)nnc1SCC(=O)NC(=O)NCc1ccco1
  i | 0.5 | 18
CC(C)(C)c1ccc(NC(=O)COC(=O)c2ccc3ncsc3c2)cc1
  nt | 0.4 | 4
CC(C)N(Cc1nc(-c2ccc(Cl)cc2)no1)C(=O)c1cccs1
  i | -0.2 | 13
Cc1ccc(S(=O)(=O)Nc2c(C)[nH]c(=O)[nH]c2=O)cc1C
  i | 0.6 | 5
O=C(NNC1=NC2(CCCC2)Cc2ccccc21)c1cccnc1
  i | -3.6 | 8
Fc1ccc(OCc2nnc(-c3ccccc3Br)o2)c(Cl)c1
  i | -1.1 | 15
CCOC(=O)c1c(N)ssc1=S
  i | -0.6 | 16
O=C1C2CC=CCC2C(=O)N1Cc1nnc(-c2ccccc2Br)o1 (stereo not given)
  i | -1.0 | 11
CC(C)(C)NC(=O)NC(=O)CSc1ccc(S(=O)(=O)N2CCCCC2)cn1
  nt | -0.1 | 1
Cc1cc(C)cc(C(=O)N2CCN(c3ccccn3)CC2)c1
  i | -1.5 | -1
O=C1C2C3C=CC([C@@H]2C(=O)N1c1nccs1)C31CC1 (stereo not given in full)
  i | -0.6 | 14
COc1cc2ccc(=O)oc2c(O[C@@H]2O[C@H](CO)[C@@H](O)[C@H](O)[C@H]2O)c1O
  i | -1.2&-0.3 | 12&-3
Cc1ccccc1OC(=O)c1cccnc1
  i | -2.1 | nt
Cc1ccc(CNC(=O)c2cc3c(-c4ccc(Cl)cc4)nn(C)c3s2)o1
  i | 3.1 | 27
O=C(Cn1ccc2ccccc2c1=O)NCC(=O)Nc1ccc(F)cc1F
  i | -1.0 | 8
Cc1sc(NC(=O)C2CSC3(C)CCC(=O)N23)nc1-c1ccc(F)cc1 (stereo not given)
  i | 1.3 | 18
CCOc1ncccc1C(=O)Nc1ccc(S(=O)(=O)N2CCCC2)cc1
  i | -0.7 | 11
O=C1CCCc2nc(NCc3ccco3)ncc21
  i | 1.6 | 14
Cc1cc(C)c(S(C)(=O)=O)c(Oc2ccc(F)cc2)n1
  i | -0.3 | 8
O=C(CCC(=O)Nc1ccc(F)cc1)N/N=C/c1ccc(O)cc1
  i | -0.5 | 1
O=C(Nc1cccc(-c2cn3ccsc3n2)c1)c1ccccc1
  i | 1.5 | 47
CC(C)[C@@H](C(=O)OCC(=O)Nc1ccc2c(c1)OCO2)N1C(=O)c2ccccc2C1=O
  i | -2.0 | 34
O=C(COc1ccc(Cl)cc1)Nc1nnc(-c2ccc3c(c2)CCCC3)o1
  i | -0.3 | 16
CCc1nc(SCC(=O)Nc2nnc(CC(C)C)s2)n[nH]1
  i | 0.7 | 8
C[C@@]12CC(=O)NC1N(C(=O)c1cccc(C(F)(F)F)c1)C(c1ccccc1O)C2 (stereo not given in full)
  i | -1.4 | -3
N#Cc1c(NC(=O)CSc2nnnn2C2CCCCC2)sc2c1CCCC2
  i | -0.8 | 7

# Grouped by structure, the entries above with a nitro group on carbon.
# Order of values – KCNQ2 block | STK33 inh | OX1R antag
O=[N+]([O-])c1cc(S(=O)(=O)N2CCCC2)ccc1O
  i | -2.6 | 9
CC(OC(=O)CCC1CCCC1)C(=O)Nc1ccccc1[N+](=O)[O-] (stereo not given)
  i | 0.0 | 12
O=C1C2C3C=CC(CC3)C2C(=O)N1c1ccccc1[N+](=O)[O-] (stereo not given)
  i | 0.5 | 27
